Source: PubChem (National Center for Advancing Translational Sciences (NCATS))
GLS inhibitor: glutaminase GLS (human) inhibition; O94925; GLS enzymatic activity, qHTS titration; Potency, µM (titrated, usually from 45.5 µM), for the others: top-dose activity change, negative = inhibition, usual class: inhibitors; 410,000 tested, 0.21% active; note: potency is the fitted concentration of half-maximal effect; % is set by controls: 0 for no effect and ±100 for the full control effect
Target sequence (O94925 whole entry, looked up): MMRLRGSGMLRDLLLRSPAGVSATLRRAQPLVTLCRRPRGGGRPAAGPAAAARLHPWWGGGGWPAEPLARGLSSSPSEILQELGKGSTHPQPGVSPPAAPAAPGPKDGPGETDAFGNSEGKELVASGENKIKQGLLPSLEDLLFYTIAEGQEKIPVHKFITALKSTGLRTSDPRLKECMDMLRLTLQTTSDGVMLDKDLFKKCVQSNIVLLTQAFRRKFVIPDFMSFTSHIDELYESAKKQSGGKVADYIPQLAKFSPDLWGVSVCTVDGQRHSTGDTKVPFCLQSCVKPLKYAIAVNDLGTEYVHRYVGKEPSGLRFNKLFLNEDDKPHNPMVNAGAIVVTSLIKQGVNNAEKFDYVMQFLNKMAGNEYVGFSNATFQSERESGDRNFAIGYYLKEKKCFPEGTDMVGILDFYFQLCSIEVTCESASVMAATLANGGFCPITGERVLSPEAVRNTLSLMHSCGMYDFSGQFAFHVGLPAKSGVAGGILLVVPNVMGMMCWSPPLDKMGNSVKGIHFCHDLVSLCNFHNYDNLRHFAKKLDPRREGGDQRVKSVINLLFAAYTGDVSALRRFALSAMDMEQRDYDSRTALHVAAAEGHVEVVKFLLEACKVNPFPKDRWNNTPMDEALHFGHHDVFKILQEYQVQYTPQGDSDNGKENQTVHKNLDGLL
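Compounds were pin-transferred onto hKGA, after which L-glutamine (1 mM solution) and a detection mix of glutamate oxidase, HRP and Amplex Red were added. Initial and 30 min RT fluorescence reads were collected.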
Pin1 inhibitor: inhibitors of human Pin1; Q13526; Pin1 FP peptide displacement, HiFluor488, 10 min; Potency, µM (doses to about 115 µM), inactives show top-dose activity, negative = inhibition, usual class: inhibitors; 390,000 tested, 0.009% active; active = well fitted inhibition curve with a large enough effect in the polarisation, with a control signal flat, not every such curve was filed as active; inconclusive = small, poorly fitted or top-dose-only effect, or effect the other way, or a change in a side signal; inactive = no such curve, though single readings can be large or run the other way; the % refers to the polarisation; note: potency is the fitted concentration of half-maximal effect; % is set by controls: 0 for no effect and ±100 for the full control effect
Tb PGK inh: inhibitors of T. brucei phosphoglycerate kinase | AID 602233 | PGK/GAPDH coupled, Kinase-Glo luminescence, 60 min | Potency, µM (highest dose often 57.5 µM), inactives show at the top dose activity change, negative = inhibition, most hits filed as inhibitors | 380,000 tested, 0.043% active; note: potency is the fitted concentration of half-maximal effect; % is set by controls: 0 for no effect and ±100 for the full control effect; nearly all actives have a fitted effect of over 60% in size
Target sequence (P07378 whole entry, looked up): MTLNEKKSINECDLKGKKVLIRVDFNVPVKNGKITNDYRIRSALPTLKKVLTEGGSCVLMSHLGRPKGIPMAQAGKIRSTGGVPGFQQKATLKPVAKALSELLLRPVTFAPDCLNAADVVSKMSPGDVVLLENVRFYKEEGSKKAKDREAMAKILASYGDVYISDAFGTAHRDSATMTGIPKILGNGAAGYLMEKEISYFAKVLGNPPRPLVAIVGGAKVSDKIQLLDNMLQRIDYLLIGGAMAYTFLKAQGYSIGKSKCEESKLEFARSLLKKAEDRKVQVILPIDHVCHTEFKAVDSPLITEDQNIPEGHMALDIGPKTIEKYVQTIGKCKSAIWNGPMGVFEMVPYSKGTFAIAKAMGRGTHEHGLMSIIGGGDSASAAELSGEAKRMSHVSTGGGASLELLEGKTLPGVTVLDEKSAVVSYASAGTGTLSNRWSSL
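Recombinant glycosomal PGK reaction used 1,3-bisphosphoglycerate generated in-well by GAPDH (100nM final) in 100mM TEA pH 7.6, 5mM MgCl2, 0.01% Tween-20. After 60 minutes at room temperature, ATP was read by Kinase-Glo Plus luminescence end-point.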
Pol eta inh: blocks human DNA polymerase eta activity; Q9Y253; recombinant Pol eta, fluorescent DNA replication assay; Potency, µM (titrated, usually from 114 µM), for the others: top-dose activity change, negative = inhibition, actives largely listed as inhibitors; 390,000 tested, 1.2% active; note: potency is the fitted concentration of half-maximal effect; % is set by controls: 0 for no effect and ±100 for the full control effect
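Pol eta (10 nM) was preincubated with compounds for 15 min at room temperature, after which fluorescent replication substrate (50 nM final) was added to start the reaction. Fluorescence was read kinetically at 0 and 10 min.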
PI4K2A block: inhibitors of human PI4K2A; AID 1346378; purified PI4K2A, ADP-Glo luminescence, 1 h; active compounds read low; 420,000 tested, 0.13% active; Q9BTU6; activity change, negative = inhibition, % at 76.9 µM; in the data active = activity change below about -50%; inconclusive = mostly about -30% to -49%;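 note: -100% = wells without enzyme as full effect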
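ADP-Glo luminescence measured ADP generated by PI4K2A enzyme (4 ug/mL before mixing) with 1.2 mM PI substrate (pre-mix) and 300 microM ATP (pre-mix). Tris pH7.5 buffer with MgCl2, Triton X-100; 1 h reaction at ambient temperature.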
G9a block: G9a (human) methyltransferase inhibition; Potency, µM (titrated, usually from 102 µM), for inactives: at the top dose activity, negative = inhibition, actives largely listed as inhibitors; AID 504332; 350,000 tested, 8.8% active; G9a H3K9 monomethylation, AlphaScreen, 2 h; Q96KQ7; note: potency is the fitted concentration of half-maximal effect; % is set by controls: 0 for no effect and ±100 for the full control effect; nearly all actives have a fitted effect of over 75% in size
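Signal arises when biotinylated H3K9 peptide, once monomethylated, bridges streptavidin donor and antibody-captured acceptor beads. Enzyme at 20 nM was preincubated 15 min with test compounds; peptide 500 nM and SAM 20 uM then reacted for 2 h.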
HP1b chromo inh: inhibitors of HP1-beta chromodomain binding to methylated histone tails | P83916 | AlphaScreen HP1-beta / biotin-H3K9me3 peptide binding | 390,000 tested, 0.56% active | AID 540317 | Potency, µM (top dose mostly 114 µM), without a hit: top-dose activity change, negative = inhibition, hits mostly inhibitors; note: potency is the fitted concentration of half-maximal effect; nearly all actives have a fitted effect of over 70% in size; inactives centre near 23
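AlphaScreen: HP1-beta (50 nM) preformed 30 min with biotin-H3(1-18)K9me3 peptide (50 nM) in PBS pH 7.4, 0.01% Tween-20. Compound added for 30 min at RT, then streptavidin donor/nickel chelate acceptor beads (10 ug/mL) for 30 min.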
JMJD2A Tudor inh: inhibitors of human JMJD2A Tudor domain. O75164. AID 504339. Potency, µM (highest dose often 114 µM), for inactives: at the top dose activity change, negative = inhibition, actives largely listed as inhibitors. AlphaScreen JMJD2A-Tudor / H3K4me3 peptide binding. 390,000 tested, 4.4% active; note: potency is the fitted concentration of half-maximal effect; % is set by controls: 0 for no effect and ±100 for the full control effect; nearly all actives have a fitted effect of over 50% in size
BAZ2B inh: blocks human BAZ2B. Potency, µM (top dose mostly 114 µM), inactives show at the top dose activity change, negative = inhibition, most hits filed as inhibitors. 360,000 tested, 4.4% active. Q9UIF8. AlphaScreen BAZ2B-H3K14Ac peptide displacement; note: potency is the fitted concentration of half-maximal effect; % is set by controls: 0 for no effect and ±100 for the full control effect; nearly all actives have a fitted effect of over 60% in size
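Inhibition is scored as reduced AlphaScreen emission. The BAZ2B/b-H3(5-23)K14Ac complex (50 nM each) in PBS pH 7.4, 0.01% Tween-20 meets compound (up to 110 uM) for 30 min at RT before bead addition.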
* marks the source's active call; other numbers are inactive results; i = inactive; u = inconclusive; x = not tested or not shown; [ ] = dose if it differs, or a comment. Unless noted, calls come from the whole dose curve; as a rule, active = well fitted curve in the direction sought with a large enough effect; inconclusive = small, poorly fitted or top-dose-only effect, or another doubt; inactive = no such curve, though single readings can be large; an effect the other way counts as inactive or inconclusive. Some of the compounds tested, so the mix of outcomes need not match the whole.

Order of values – Pin1 inhibitor, Pol eta inh, HP1b chromo inh, JMJD2A Tudor inh, G9a block, Tb PGK inh, PI4K2A block, BAZ2B inh, GLS inhibitor
CN(C(=O)c1ccc(NC(=O)Cc2ccc(NC(=O)C3CCCN(C(=O)CCc4ccccc4)C3)cc2)cc1)C1CC1 (centres undefined)
    u, -19%, 12%, -26%, 12%[0.501 µM], -9%, 3, 21%, 2%
O=C(NNc1nc2c(F)cccc2s1)c1cc(=O)c2ccccc2o1
    18%, u, 19%, -32%, 35µM*, -13%, 10, -38%, 1%
N#CCCN1CCNCC1
    -3%, -13%, 34%, 1%, u, i, 0, -2%, -2%
COc1ccc(C(=O)COC(=O)C2COc3ccccc3O2)c(OC)c1 (centres undefined)
    x, -15%, x, x, x, 9%, 11, x, -1%
OC(CN1C2=NCCN2c2ccccc21)c1ccc(Br)cc1 (centres undefined)
    -1%, -2%, 8%, -14%, -7%, -3%, 0, 8%, 16%
COC(=O)c1cc2oc3ccccc3c2n1Cc1cc(C)ccc1C
    0%, x, 35%, -13%, -6%[59 µM], x, -15, 1%, -11%
Cc1ccc(S(=O)(=O)Nc2ccc3nc(-c4ccc(F)cc4)oc3c2)cc1
    25%, x, 39%, -14%, -5%[59 µM], x, 13, -17%, 3%
CC(=O)OCC1OC(Sc2cccc3cccnc23)C(OC(C)=O)C(OC(C)=O)C1OC(C)=O (centres undefined)
    u, -12%, 24%, -9%, 18%[59 µM], -5%, 8, 7%, -3%
CC1COCC(C)N1C(=O)c1cccnc1 (centres undefined)
    x, -9%, x, x, x, i, 0, x, -6%
COc1cccc(/C=N/NC(=O)Cn2cnc3c2c(=O)n(C)c(=O)n3C)c1
    -9%, -3%, 1%, 56µM*, x, -8%, -1, 1%, -7%
Cc1cc2cc(CCNC(=O)CCc3ccccc3)c(=O)[nH]c2cc1C
    3%, -2%, 24%, -9%, u, i, -4, -2%, -5%
CCOc1cc2[nH]c(=S)n(CCc3ccc(OC)c(OC)c3)c(=O)c2cc1OCC
    -2%, -5%, 48%[activator], 11%, 6%, -10%, -2, 5%, x
CC(=O)c1cccc(NC(=O)CN2C(=O)CCc3cc(S(=O)(=O)N4CCCCC4)ccc32)c1
    2%, -3%, 17%, -26%, 0%[59 µM], -2%, -1, -5%, 3%
CN(C)c1ccc(NC(=O)c2sc(SCC(=O)Nc3nccs3)nc2N)cc1
    -2%, -5%, u, u, u, 0%, -8, 40µM*, 64%[activator]
COc1ccccc1CNC(=O)[C@@H](NC(=O)C1CCN(C(=O)[C@@H]2CCCN2C(=O)OC(C)(C)C)CC1)C(C)C
    0%, -6%, 15%, -12%, 6%, 8%, -1, -2%, 4%
Cc1ccc(NS(=O)(=O)c2cc(C(=O)O)ccc2Cl)c(C)c1
    -4%, -9%, 54%[activator], -7%[57.1 µM], u, 0%, -2, -6%, 13%
COc1ccc2oc(=O)c(/C(C)=N/Nc3ccccc3)cc2c1
    -18%, -1%, 41%[activator], -23%, 13µM*, x, -12, x, -6%
CCOc1ccc(NC(=O)CN(C)C(=O)c2ccc3c(c2)S(=O)(=O)N=C2CCCCCN23)cc1OCC
    0%, -22%, 30%, -22%, x, 0%, 8, x, 2%
CCc1nnc(NC(=O)Cc2ccc(OC)c(S(=O)(=O)N3CCOCC3)c2)s1
    x, -13%, x, x, x, -5%, 0, x, -4%
Cc1cc(C)n2nc(SCCCC(=O)c3ccccc3)nc2n1
    -1%, -16%, 22%, -19%, 21%, -1%, -1, -9%, -16%
CCOCCCNC(=O)CN1CCN(Cc2ccc(Cl)cc2)C1=O
    1%, -15%, 13%, 8%, 3%, 7%, 0, -1%, 86%[activator]
CC1CCN(C(=O)c2ccc(S(=O)(=O)N3CCOCC3)cc2)CC1
    -1%, -10%, 23%, -5%, 8%, -3%, 1, 8%, -12%
CCOC(=O)CSc1ccccn1
    0%, -18%, 38%, -1%, 40µM*, x, 1, -18%, 0%
CCc1ccc(CNC(=O)Cn2nc(C)n3c(cc4cc(C)ccc43)c2=O)cc1
    0%, -1%, 15%, -16%, 9%[59 µM], -3%, -2, 3%, -1%
CC(Nc1nc(-c2ccc(F)cc2)cs1)c1nc2cc(C(F)(F)F)ccc2n1CCCO (centres undefined)
    4%, u, 7%, u, x, -4%, -2, x, 3%
COc1cccc(CN2C(=O)c3ccccc3C2C(=O)NCCc2ccccc2)c1 (centres undefined)
    -1%, -19%, 26%, -10%, 4%[59 µM], 5%, -4, 1%, 0%
CCOc1ccc(NC(=O)CCN2C(=O)CSc3ccccc32)cc1
    -4%, -18%, 48%[activator], -9%, -5%[0.501 µM], -10%, 5, 7%, -10%
CS(=O)(=O)N(CCc1ccccc1)CC(=O)Nc1ccc2c(c1)OCO2
    u, 0%, 36%, -18%, -7%[59 µM], 3%, -9, -10%, 3%
Nc1[nH]ncc1-c1ccc(Cl)cc1
    -2%, -9%, -19%, u, 1%, -4%, 2, -4%, -12%
c1ccc2c(-c3nnc4n3CCCCC4)cc(-c3ccncc3)nc2c1
    33%, -15%, 27%, -3%, 5%[59 µM], i, -4, -4%, -3%
Cc1cnc(C(=O)N2CCCC(C(=O)c3ccc(Cl)cc3C)C2)cn1 (centres undefined)
    3%, -9%, 12%, -16%[11.4 µM], 13%[59 µM], -4%, 8, -4%, 1%
CCN(CC)S(=O)(=O)c1ccc2c(c1)N(CC(=O)Nc1cccc(C#N)c1)C(=O)CO2
    0%, x, 25%, -10%, -10%[59 µM], x, 3, -19%, -4%
Cc1nc(-c2nc(C(=O)NNS(C)(=O)=O)cs2)cs1
    2%, -21%, 17%, -2%, 18%, i, 0, -24%, u
O=C(c1ccco1)N1CCN(S(=O)(=O)Cc2ccccc2Cl)CC1
    -1%, -4%, 3%, -12%, u, -6%, 0, u, 9%
Cc1ccc(OCC(=O)N/N=C/c2ccncc2)cc1C
    2%, -3%, 14%, -21%, x, 1%, 3, 1%, 5%
COc1[nH]c2ccc(F)cc2c1C(=O)OCC1CCN(CCNS(C)(=O)=O)CC1
    0%, -2%[57.1 µM], 24%, -24%, 21%[12.7 µM], 13%, 3, x, 20%
CS(=O)(=O)CCC(C(=O)OCc1ccc(Br)cc1)N1C(=O)c2ccccc2C1=O (centres undefined)
    12%, -17%, 6%, -16%, -12%[59 µM], i, -2, -3%, 0%
O=C(CCN1c2ccccc2Sc2ccccc21)OCC(=O)N1CCN(C(=O)c2ccco2)CC1
    -9%, 3%, u, u, u, 3%, 6, 50µM*, 20%
CCC(CC)CN1CCC(CN2C(=S)NC[C@@H]2[C@@H](C)CC)CC1
    -12%, -7%, 37%, -9%, x, -9%, -3, x, 5%
COC(=O)C(C)N1C(=O)S/C(=C/c2cc(C)n(C(C)C)c2C)C1=O (centres undefined)
    19%, -7%, -22%, u, -2%, i, -2, -2%, 23%

Arranged by the number under JMJD2A Tudor inh (largest number first): some entries from above.
| compound | Pin1 inhibitor | Pol eta inh | HP1b chromo inh | JMJD2A Tudor inh | G9a block | Tb PGK inh | PI4K2A block | BAZ2B inh | GLS inhibitor |
| --- | --- | --- | --- | --- | --- | --- | --- | --- | --- |
| CCOC(=O)CSc1ccccn1 | 0% | -18% | 38% | -1% | 40µM* | x | 1 | -18% | 0% |
| CC1CCN(C(=O)c2ccc(S(=O)(=O)N3CCOCC3)cc2)CC1 | -1% | -10% | 23% | -5% | 8% | -3% | 1 | 8% | -12% |
| CCN(CC)S(=O)(=O)c1ccc2c(c1)N(CC(=O)Nc1cccc(C#N)c1)C(=O)CO2 | 0% | x | 25% | -10% | -10%[59 µM] | x | 3 | -19% | -4% |

More records follow:
Order of values – Pin1 inhibitor, Pol eta inh, HP1b chromo inh, JMJD2A Tudor inh, G9a block, Tb PGK inh, PI4K2A block, BAZ2B inh, GLS inhibitor
COc1ccc2c(c1)C(c1cccs1)=NNC(c1ccncc1)=N2
    14%, -5%, -8%, u, x, 0%, 2, u, 3%
Cc1cc(/N=C/C=C2/N(C)c3ccccc3C2(C)C)n(CCC#N)n1
    -2%, -25%, -18%, u, x, 6%, -6, x, 26%
CCOc1ccc(C2C(C(=O)OC)=C(C)NC3=C2C(=O)c2ccccc23)cc1OC (centres undefined)
    u, -10%, u, u, u, -15%, 1, -33%, 0%
CN(CC(=O)Nc1ccc(Cl)c(Cl)c1)C(=O)CN1C(=O)NC2(CCCC2)C1=O
    -7%, -5%, 5%, -21%, u, -1%, 2, 9%, -1%
CCOC(=O)c1c(C)n(C)c2ccc(OC)c([N+](=O)[O-])c12
    -1%, -14%, 49%[activator], 0%, x, x, -1, -5%, -4%
Cc1nn(CCC(=O)NCCc2ccccc2Cl)c(=O)c2nn(-c3ccccc3)c(C)c12
    -4%, -2%, -5%, -17%, -1%, -2%, -7, -6%, 4%
COc1cccc(-n2c(=O)c3sc4ccccc4c3n(CC(=O)Nc3ccc(F)cc3F)c2=O)c1
    3%, 7%, 29%, -12%, -27%[59 µM], -7%, 3, -17%, -5%
COc1ccc(OC)c(N2Cc3cc(C)c(C)cc3C2)c1
    4%, -7%, -20%, u, 13µM*, x, -11, u, -1%
COc1cc(C(C)=O)ccc1OCC(O)CNCC1(N2CCCCC2)CCCCC1 (centres undefined)
    -5%, -3%, u, 3.2µM*, 28µM*, -10%, 1, 50µM*, x
COc1ccc(C(=O)N2CCN(Cc3ccc4c(c3)OCO4)CC2)cc1[N+](=O)[O-]
    3%, -11%, 55%[activator], -10%, x, i, 5, -12%, -2%
CCOc1ccc(N(C)S(=O)(=O)c2ccc(C)c(C(=O)N3CCN(Cc4ccc5c(c4)OCO5)CC3)c2)cc1
    10%, -23%, -6%, u, x, -11%, -1, x, 4%
